Fh CTSL1 inh = blocks F. hepatica cathepsin L1 in PFM18AAP counter-screen | recombinant F. hepatica cathepsin L1, Z-Leu-Arg-MCA fluorescence | inhibition, % at 5.96 µM | 300,000 compounds, 0.49% hits | AID 1906;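 active = inhibition above the mean of all tested compounds plus 3 SD, set per screening campaign, cut at about 17% in these data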;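 note: 0% = plate median of test compound wells and 100% = 1 µM Z-Phe-Ala-diazomethylketone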
proCasp3 act = activates human procaspase-3. P42574. recombinant procaspase-3 D3A, Ac-DEVD-pNA absorbance 405 nm. activation, % at 8.5 µM. 330,000 compounds, 0.11% hits;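 active = activation above the mean of all tested compounds plus 3 SD, cut at about 21% in these data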;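 note: 0% = DMSO alone and 100% = DMSO wells spiked with extra 5 µM PC-3 D3A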
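Technique: 405 nm absorbance of p-nitroaniline, reads at 0 and 120 min; Test system: Procaspase-3 D3A mutant; Incubation: 1 h enzyme-compound preincubation, then 2 h substrate reaction, 25 °C; Repeats: singlicate, each compound tested once; Benchmarks: low control DMSO wells, high control DMSO plus 5 µM PC-3 D3A.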
TPT1 inh = blocks Candida albicans tRNA 2'-phosphotransferase; recombinant caTPT1, FP RNA substrate dephosphorylation; inhibition, % at 5 µM; 300,000 compounds, 0.81% hits; AID 1962;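 active = inhibition above the mean of all tested compounds plus 3 SD, set per screening campaign, cut at about 24% in these data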;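 note: plate controls were DMSO alone for no effect and ferristatin control at 100 nM for full effect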
PP1 counter = blocks human PP1-alpha phosphatase, a PP5 counter-screen; P62136; purified PP1alpha, OMFP fluorescence; inhibition, % at 6.7 µM; 320,000 compounds, 0.9% hits;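 active = inhibition above the mean inhibition of all tested compounds plus 3 SD, computed separately for each screening campaign, cut at about 15% in these data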
Target sequence (P62136 whole entry, looked up): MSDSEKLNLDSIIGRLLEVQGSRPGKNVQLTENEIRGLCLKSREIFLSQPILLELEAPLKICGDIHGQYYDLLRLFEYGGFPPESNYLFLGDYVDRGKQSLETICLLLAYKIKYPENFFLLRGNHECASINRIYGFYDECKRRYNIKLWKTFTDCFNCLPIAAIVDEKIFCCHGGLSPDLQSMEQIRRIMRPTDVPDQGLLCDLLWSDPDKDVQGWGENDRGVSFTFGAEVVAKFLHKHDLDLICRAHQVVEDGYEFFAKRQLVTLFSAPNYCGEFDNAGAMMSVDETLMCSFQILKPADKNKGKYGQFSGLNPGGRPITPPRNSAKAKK
proCasp7 act = activates human procaspase-7, counter-screen for procaspase-3 activators; recombinant procaspase-7, Ac-DEVD-pNA absorbance 405 nm; D23A/D198A/D206A triple mutant, cannot self-cleave; scale: DMSO 0, 5 µM enzyme 100; 330,000 compounds, 0.093% hits; activation, % at 8.5 µM; P55210; AID 463210;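 active = percent activation above the screen-wide mean plus 3 SD, cut at about 25% in these data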
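Detection: p-Nitroaniline absorbance at 405 nm, read at 0 and 120 min; system: Uncleavable procaspase-7 mutant enzyme; evaluation: % activation from two-timepoint absorbance difference, scaled to controls; times: 1 h enzyme–compound preincubation and 2 h substrate reaction, both 25 °C; buffer or medium: Zinc-free HEPES pH 7.4 with 300 mM NaCl, 0.01% Triton X-100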
GASC-1 inh = human JMJD2C demethylase inhibition; AID 2099; GST-JMJD2C(1-420) H3K9me3 demethylation, DELFIA europium; 330,000 compounds, 0.069% hits; inhibition, % at 2.35 µM; Q9H3R0;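 active = more than half of a compound's replicate wells show inhibition beyond 50%, single wells judged on their own value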;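 note: signal counts dimethyl H3K9 product captured on neutravidin plate; 0% = median of DMSO wells and 100% = 0.3 times that DMSO median; strong numbers were not always called active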
PP5 inh = PP5 (human) phosphatase inhibition; P53041; purified PP5c, OMFP substrate fluorescence; inhibition, % at 6.7 µM; 320,000 compounds, 0.18% hits; AID 1987;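 active = inhibition above the campaign's mean inhibition across all tested compounds plus 3 SD, cut at about 9.5% in these data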;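 note: 0% = DMSO only and 100% = 100 µM cantharidin control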
Target sequence (P53041 whole entry, looked up): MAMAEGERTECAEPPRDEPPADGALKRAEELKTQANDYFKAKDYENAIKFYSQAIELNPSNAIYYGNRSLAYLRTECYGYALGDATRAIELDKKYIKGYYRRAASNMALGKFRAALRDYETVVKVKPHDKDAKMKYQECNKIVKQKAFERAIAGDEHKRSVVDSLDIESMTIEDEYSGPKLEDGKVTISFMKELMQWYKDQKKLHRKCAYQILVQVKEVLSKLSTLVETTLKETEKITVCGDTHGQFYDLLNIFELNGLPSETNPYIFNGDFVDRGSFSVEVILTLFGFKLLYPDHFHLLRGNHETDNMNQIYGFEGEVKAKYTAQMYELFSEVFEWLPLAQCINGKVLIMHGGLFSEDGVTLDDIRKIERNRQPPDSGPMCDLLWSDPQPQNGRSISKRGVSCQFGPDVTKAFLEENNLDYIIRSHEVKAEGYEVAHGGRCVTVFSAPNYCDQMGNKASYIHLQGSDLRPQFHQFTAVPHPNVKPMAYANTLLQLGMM
Efflux pump inh = blocks antifungal efflux pumps in multiplex yeast assay; S. cerevisiae Candida pump triplex, Nile Red efflux; inhibition, % at 10 µM; 330,000 compounds, 0.44% hits;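 active = plate passing quality check with inhibition over a set limit, or well fluorescence over plate mean plus 4 SD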;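 note: Nile Red retained in pooled yeast measured as flow cytometry median fluorescence; 0% = buffer negative control and 100% = Enniatin B positive control; higher means more Nile Red kept so more efflux inhibition; some compounds called inactive have numbers as strong as hits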
core dimer inh = HCV core protein dimerization inhibition; TR-FRET GST/Flag-core106 dimerization, 1536-well; 300,000 compounds, 0.33% hits; inhibition, % at 5 µM;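 active = inhibition above the mean of all tested compounds plus 3 SD, set per screening campaign, cut at about 45% in these data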
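System: GST-tagged and Flag-tagged HCV core protein residues 1-106 / Input: core106 proteins, GST 13.5 nM and Flag 17 nM / Buffer or medium: KF-containing HEPES buffer, pH 7.45, DTT, CHAPS, BSA / Probe or stimulus: Eu-anti-GST and XL665-anti-Flag labelled anti-tag antibodies / Schedule: 4 h, 22.5 °C incubation / Technique: TR-FRET 671 and 617 nm emission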
The depositor's hits bear a star; i = inactive; . = no result given.

SMILES	Fh CTSL1 inh	proCasp3 act	TPT1 inh	PP1 counter	proCasp7 act	GASC-1 inh	PP5 inh	Efflux pump inh	core dimer inh
O=C(NC1CCSc2ccccc21)c1cc(S(=O)(=O)N2CCOCC2)ccc1F (stereo unspecified)	0	4	0	5	-11	-32	0.6	-0.3	1
O=Cc1c(-c2ccc(F)cc2)nc2ccccn12	-4	-1	1	-5	8	-11	-0.6	0.9	2
CCCCC(CC)C(=O)NCc1ccccc1OC (stereo unspecified)	-3	-4	1	-5	2	0	-0.9	0.1	0
CCn1cc(Cl)c(C(=O)N2N=C(c3ccc4ccccc4c3)CC2c2ccccc2O)n1 (stereo unspecified)	4	1	0	13	-2	-8	3.9	0.1	7
CCCNC(=O)CSc1nc(COc2ccccc2)nc2ccccc12	-6	-7	0	0	-5	-5	2.3	0.0	11
Cc1nc2ccccc2c(=O)n1NC(=O)c1ccccc1Cl	1	11	1	-6	-3	-1	3.4	-0.1	-3
Nc1ccc(-c2nc3ccc(N)cc3[nH]2)cc1	8	0	0	-2	-3	0	-1.1	-0.2	-17
CC1=CC2=NC(=O)/C(=C/c3coc4ccc(Cl)cc4c3=O)C(=N)N2O1	2	-5	78*	-5	-13	6	-3.0	0.0	7
Cc1nccn1CCN(C)Cc1cn(Cc2ccccc2)nc1-c1ccc2c(c1)OCO2	-3	-4	-5	-1	9	-4	-0.1	0.3	1
CCO/C([O-])=N/c1sn[n+](C)c1C	0	0	3	-12	6	3	0.6	0.2	-4
CCCCn1c(=O)[nH]c(=O)c2c1nc(-c1ccc(-c3ccccc3)cc1)n2C	0	3	-2	4	8	12	3.3	1.3	5
CCOC(=O)C1=NN(c2ccc(OC)cc2)C2C(=O)N(c3ccccc3OC)C(=O)C12 (stereo unspecified)	-6	3	3	-1	10	-6	1.3	0.2	-2
COc1ccc(CCNc2nc(=S)[nH]c3cc(OC)c(OC)cc23)cc1OC	7	10	-1	-1	8	0	1.0	-0.2	-4
CC(C)Nc1ncnc2c1cnn2-c1ccc(Cl)cc1	1	9	0	-1	-3	-4	-0.3	0.2	6
CCOc1ccc(NC(=O)CSc2nc(O)c(C)c(=O)n2-c2ccc(F)cc2)cc1	5	-3	-2	0	-5	-30	-1.8	0.0	-8
CCCN1C(=O)NC2(O)C(=O)c3ccccc3C12O (stereo unspecified)	-1	3	-3	-2	8	0	2.4	0.0	-1
COc1ccccc1Nc1nn2c(=O)c3ccc(C(=O)N4CCCC(C)C4)cc3nc2s1 (stereo unspecified)	-3	-9	-4	3	-6	6	1.9	-0.1	2
Cc1cccc(OCCCC(=O)N2CCCc3ccccc32)c1C	0	7	3	3	-6	3	3.3	0.2	3
Cc1cccc(NC(=O)C23CCC(C)(C2Br)C3(C)C)c1 (stereo unspecified)	4	9	0	4	-4	-5	-0.2	-0.1	-6
O=C(O)CCc1nnc2n(Cc3ccc(F)cc3)c(=O)c3ccccc3n12	-2	9	0	-2	3	1	2.6	-0.2	1
C(=N\c1nccs1)/c1cccnc1	-7	0	-6	-4	-6	10	-0.1	0.0	2
O=C(O)C/C(=C\c1ccc2c(c1)OCO2)c1nc2ccccc2s1	2	2	-4	-2	-11	i	-2.9	-0.1	8
O=C(CSc1ncn[nH]1)Nc1cccc2ccccc12	8	4	-9	3	-3	3	-1.1	-0.2	-4
O=C(c1cnn2c(C(F)(F)F)cc(-c3ccco3)nc12)N1CCCCCC1	2	4	-3	3	6	-6	-2.3	0.0	2
Cc1ccc(NNC(=O)C(=O)N2CCCCC2)cc1	-3	-2	-3	-2	6	-4	-0.1	-0.1	1
Other entries follow:
SMILES	Fh CTSL1 inh	proCasp3 act	TPT1 inh	PP1 counter	proCasp7 act	GASC-1 inh	PP5 inh	Efflux pump inh	core dimer inh
O=C1C2ON(c3ccccc3)C(c3ccncc3)C2C(=O)N1c1ccccc1 (stereo unspecified)	-1	-11	0	6	4	-9	1.3	-0.1	0
CC1(C)SC(=S)N(/N=C/c2ccccc2)C1N(O)C(=O)Nc1ccc([N+](=O)[O-])cc1 (stereo unspecified)	8	-11	-5	10	-3	-7	6.2	-0.2	5
CCn1c(C(=O)NCCCN2CCc3ccccc3C2)cc2sccc21	1	3	2	-4	2	-3	-3.0	-2.6	-2
COc1ccc(N2CCN(C(CNS(=O)(=O)c3ccc4c(c3)OCCO4)c3ccco3)CC2)cc1 (stereo unspecified)	3	1	-2	0	7	-1	-0.2	-0.3	3
C/C=C/CSc1nc2c(c(=O)[nH]c(=O)n2C)n1CCC	3	-1	0	-4	8	.	-1.3	0.3	-1
Clc1cccc(-c2nc(NCCN3CCOCC3)c3ccccc3n2)c1	-3	5	4	4	4	2	0.2	-0.1	-1
CN(C)c1nc(N)nc(CSc2ncc(Cl)cc2Cl)n1	3	-1	-1	-7	-10	20	2.6	0.0	-4
CCOCCCn1c(SCC(=O)N(C)C2CCS(=O)(=O)C2)nc2ccccc2c1=O (stereo unspecified)	1	5	-1	1	7	4	0.4	-0.1	-9
O=S(=O)(NCc1ccccc1Cl)c1ccc(-n2cnnn2)cc1	0	10	-1	-1	-1	i	-1.5	-0.1	11
Cc1cc(C(=O)COC(=O)c2ccc(N)c([N+](=O)[O-])c2)c(C)n1-c1ccc2c(c1)OCO2	0	-10	-2	3	-10	-3	0.1	0.1	43
CN1CCN(CC(=O)N(Cc2c(C#N)c3ccccc3n2C)c2ccccc2)CC1	1	1	-1	0	12	-3	2.5	-0.1	0
Cc1cccc(NC(=O)CSc2ccc(-c3ccco3)nn2)c1C	1	2	4	-2	-10	-25	-0.5	0.0	-6
CCCn1c(SCC(=O)Nc2ccc(NC(C)=O)cc2)nc2c1c(=O)n(C)c(=O)n2C	-4	3	2	-5	4	-1	-0.5	0.3	-10
O=C(O)c1ccc(N2C(=O)CSC2c2cccc([N+](=O)[O-])c2)cc1 (stereo unspecified)	-3	-1	-2	-4	10	-1	0.1	-0.1	0
Cc1ccc(C(=O)NNC(=O)COc2ccc(Cl)cc2C)o1	.	-1	.	1	7	2	1.3	0.0	.
CCc1nc(SCc2ccc(F)cc2)n[nH]1	0	-3	3	-5	4	-7	-0.7	0.0	0
CCN(c1cccc(C)c1)S(=O)(=O)c1ccc2c(c1)NC(=O)CCS2	-3	0	2	-1	8	10	-0.9	0.1	3
CCC(C)(C)NC(=O)C(c1ccccn1)N(C(=O)c1csnn1)c1ccc(C)cc1 (stereo unspecified)	2	0	0	-3	-17	12	1.1	0.0	0
COc1ccc([C@H]2CC(=O)C=C(c3cc(Br)ccc3OC)C2)cc1	.	-4	.	.	5	0	.	-0.2	.
CCC1SC(CC)C(=O)N(CC(=O)Nc2ccc3c(c2)OCO3)C1=O (stereo unspecified)	-8	-4	4	-2	-11	-6	4.7	0.4	12
O=S(=O)(NCCc1ccc(Cl)cc1)c1cccc2cccnc12	-7	-13	2	-1	4	13	-0.1	0.0	5
c1ccc(OCCCc2nc(-c3ccncc3)no2)cc1	-4	3	-3	-1	2	-1	1.4	-0.1	-3
CCN1CCN(c2c(Cl)cccc2NC(=O)c2cc3ccccc3o2)CC1	1	3	0	-1	17	-7	0.6	1.7	7
CCCn1c(N)c(C(=O)CSc2nnc(-c3ccco3)n2Cc2ccccc2)c(=O)[nH]c1=O	5	-3	1	1	6	-2	1.1	-0.3	-5
Cc1c(Cl)cccc1NC(=O)Cn1nnc(C(=O)NCc2cccs2)c1N	1	4	-1	0	-3	-2	-1.5	-0.1	7
CS(=O)(=O)N1CCCC(C(=O)Nc2ccc3c(c2)OCCO3)C1 (stereo unspecified)	-2	5	1	-4	-3	13	2.6	-0.1	1
O=C(NCCc1cccs1)C1CC1	3	4	-2	-6	2	9	-3.2	-0.1	-7
O=C1Nc2ccccc2C1=Nc1ccc(S(=O)(=O)Nc2nccs2)cc1	3	-7	-2	-1	-1	-4	-1.9	0.1	1
Oc1ccc(-c2nnc(-c3ccccc3)c(-c3ccccc3)n2)cc1	2	3	4	1	-1	1	0.8	-0.1	10
CC1(C)Cc2c(c(-c3ccco3)nc3n[nH]c(N)c23)CO1	9	-6	-6	-3	-3	5	-1.5	0.0	-3

An excerpt from above in order of length of the SMILES, high to low.
SMILES	Fh CTSL1 inh	proCasp3 act	TPT1 inh	PP1 counter	proCasp7 act	GASC-1 inh	PP5 inh	Efflux pump inh	core dimer inh
Cc1cc(C(=O)COC(=O)c2ccc(N)c([N+](=O)[O-])c2)c(C)n1-c1ccc2c(c1)OCO2	0	-10	-2	3	-10	-3	0.1	0.1	43
COc1ccc(N2CCN(C(CNS(=O)(=O)c3ccc4c(c3)OCCO4)c3ccco3)CC2)cc1 (stereo unspecified)	3	1	-2	0	7	-1	-0.2	-0.3	3
CCCn1c(SCC(=O)Nc2ccc(NC(C)=O)cc2)nc2c1c(=O)n(C)c(=O)n2C	-4	3	2	-5	4	-1	-0.5	0.3	-10
CCOCCCn1c(SCC(=O)N(C)C2CCS(=O)(=O)C2)nc2ccccc2c1=O (stereo unspecified)	1	5	-1	1	7	4	0.4	-0.1	-9
O=C(O)c1ccc(N2C(=O)CSC2c2cccc([N+](=O)[O-])c2)cc1 (stereo unspecified)	-3	-1	-2	-4	10	-1	0.1	-0.1	0
CN1CCN(CC(=O)N(Cc2c(C#N)c3ccccc3n2C)c2ccccc2)CC1	1	1	-1	0	12	-3	2.5	-0.1	0
CCN(c1cccc(C)c1)S(=O)(=O)c1ccc2c(c1)NC(=O)CCS2	-3	0	2	-1	8	10	-0.9	0.1	3
O=C1Nc2ccccc2C1=Nc1ccc(S(=O)(=O)Nc2nccs2)cc1	3	-7	-2	-1	-1	-4	-1.9	0.1	1
Oc1ccc(-c2nnc(-c3ccccc3)c(-c3ccccc3)n2)cc1	2	3	4	1	-1	1	0.8	-0.1	10
CC1(C)Cc2c(c(-c3ccco3)nc3n[nH]c(N)c23)CO1	9	-6	-6	-3	-3	5	-1.5	0.0	-3
CCn1c(C(=O)NCCCN2CCc3ccccc3C2)cc2sccc21	1	3	2	-4	2	-3	-3.0	-2.6	-2
O=S(=O)(NCCc1ccc(Cl)cc1)c1cccc2cccnc12	-7	-13	2	-1	4	13	-0.1	0.0	5
